# Screens (PubChem)
# TGFb inhibitor: inhibitors of TGF-b signaling; HepG2 CAGA-GFP TGF-b/SMAD3 reporter, GFP fluorescence, 18 h; TGF-beta stimulated, 500 pg/mL final; Potency, µM (titrated, usually from 46.1 µM), inactives show at the top dose activity, negative = inhibition, actives largely listed as inhibitors; 1.2% of 410,000 active; AID 588855; also: potency is read from the fitted curve at half-maximal effect; % is scaled to controls: 0 for no effect and ±100 for the full control effect; nearly all actives have a fitted effect of over 65% in size
#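 HEPG2 CAGA-GFP cells (1000/well, DMEM with 1% FBS) were pre-incubated 2 h at 37 degrees C, given compound by pin tool, then stimulated with TGF-beta at 500 pg/mL final for 18 h before per-cell GFP fluorescence imaging.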
# A549 tox: kills or reduces viability of A549 cells in Nrf2 counter-screen | A549 ARE-Fluc cells, CellTiter-Fluor viability, 18-24 h | Potency, µM (top dose mostly 46 µM), for inactives: at the highest dose activity change, negative = cytotoxicity, usual class: inhibitors | 0.16% of 390,000 active; also: potency is read from the fitted curve at half-maximal effect; % is scaled to controls: 0 for no effect and ±100 for the full control effect
#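 A549 ARE-Fluc cells in 5% FBS OPTI-MEM, 5000 cells/well, rested 2 h then exposed to compounds in concentration-response for 18-24 h at 37 °C. Viability by CellTiter-Fluor fluorescence (Ex 405/Em 525) after 30 min; luciferase luminescence (BugLite, 15 min, RT) read afterwards.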
# ATXN2 expr inh: inhibitors of ATXN2 expression; HEK-293 ATXN2-luciferase reporter, luminescence, 24 h; Potency, µM (series often up to 57 µM), for inactives: top-dose activity change, negative = inhibition, actives largely listed as inhibitors; 0.72% of 360,000 active; also: potency is read from the fitted curve at half-maximal effect; % is scaled to controls: 0 for no effect and ±100 for the full control effect; nearly all actives have a fitted effect of over 55% in size
#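 ATXN2-luciferase reporter cells (luciferase flanked by upstream and downstream ATXN2 gene portions) were treated 24 h at 37 °C with compounds at up to 57 uM. SteadyGlo luminescence gave expression; GF-AFC fluorescence gave viability.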
# HepG2 viability: counter-screen for TGF-b inhibitors: cytotoxicity in HepG2 cells; HepG2 CAGA-GFP viability, ATP luminescence, 18 h; Potency, µM (top dose mostly 46.1 µM), for the others: at the highest dose activity change, negative = cytotoxicity, actives largely listed as cytotoxic; 0.76% of 410,000 active; AID 588856; also: potency is read from the fitted curve at half-maximal effect; some results filed as inactive show a strong effect at the top dose
#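 CellTiter-Glo luminescence gave cytotoxicity after 18 hours at 37 degrees C. The cells were HepG2 CAGA-GFP in 1% FBS DMEM, stimulated with 500 pg/mL TGF-beta after compound addition. %Activity was normalised to no-cell wells (complete cell-killing) and DMSO (no toxicity), and curves were fitted and classified.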
# Nrf2 inh: inhibitors of Nrf2 signaling; A549 ARE-Fluc reporter, luciferase luminescence, 18-24 h; Potency, µM (titrated, usually from 46 µM), for inactives: at the highest dose activity change, negative = inhibition, most hits filed as inhibitors; 2.1% of 360,000 active; AID 504444; also: potency is read from the fitted curve at half-maximal effect; % is scaled to controls: 0 for no effect and ±100 for the full control effect; nearly all actives have a fitted effect of over 60% in size
#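 Nrf2 activity is the BugLite luminescence, read 15 min after reagent at room temperature, following CellTiter-Fluor cytotoxicity readout (30 min, 37C). Compound titrations were applied for 18-24 h to 5000 A549 ARE_Fluc cells/well in 5% FBS OPTI-MEM.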
# ATXN viability: viability counter-screen for ATXN expression inhibitors; S2 cells (HEK-293 line with an ATXN2-luciferase reporter) viability, CellTiter-Fluor protease fluorescence, 24 h; Potency, µM (doses to about 56.7 µM), hits mostly cytotoxic; 0.49% of 400,000 active; AID 651635; also: potency is read from the fitted curve at half-maximal effect; nearly all actives have a fitted effect of over 40% in size
# MCF10A rereplic: induces DNA re-replication in MCF 10a normal breast cells | MCF 10A DNA re-replication, Hoechst nuclear intensity, 48 h | Potency, µM (doses to about 46.1 µM), inactives show at the top dose activity, positive = re-replication, hits mostly activators | 2.9% of 350,000 active | AID 624296; also: potency is read from the fitted curve at half-maximal effect; % of control where 0% means no effect; nearly all actives have a fitted effect of over 50% in size
# Nrf2 activator: activators of Nrf2 (ARE) signaling. Potency, µM (highest dose often 46.1 µM), for inactives: top-dose activation, usual class: activators. AREc32 ARE-luciferase reporter (MCF7-derived line), luminescence, 24 h. 0.31% of 410,000 active; also: potency is read from the fitted curve at half-maximal effect; % of control where 0% means no effect; nearly all actives have a fitted effect of over 65% in size
#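 Luminescent ARE reporter assay in AREc32_Fluc cells: overnight plating at 37 deg C, 24 hr compound incubation, Steady-Glo added, 30 min RT before reading.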
# IL-1B inflam inh: inflammasome signaling inhibition, IL-1 beta readout. THP-1 LPS/ATP IL-1B secretion, AlphaLISA, 16 h; stronger effect = lower value. activity change, % at 57.5 µM. 4.7% of 360,000 active. AID 743279; in the data active = activity change below about -50%; inconclusive = mostly about -30% to -49%; also: % is scaled to controls: 0 for no effect and ±100 for the full control effect
#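 THP-1 cells pretreated 1 hr with compounds (up to 57.5 uM final), then stimulated with LPS (250 ng/mL final) plus ATP (1.25 mM final); secreted IL-1B measured by AlphaLISA after 16 hr, decreased signal indicating inhibition.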
# Starred values were filed as active, the others as inactive; i = inactive; ? = inconclusive; nt = not tested or not shown; [ ] = another dose, or the depositor's remark. Unless noted, calls follow the shape of the dose curve; as a rule, active = well fitted curve in the direction sought with a large enough effect; inconclusive = small, poorly fitted or top-dose-only effect, or another doubt; inactive = no such curve, though single readings can be large; an effect the other way counts as inactive or inconclusive.
# Each structure is followed by: TGFb inhibitor, A549 tox, ATXN2 expr inh, HepG2 viability, Nrf2 inh, ATXN viability, MCF10A rereplic, Nrf2 activator, IL-1B inflam inh
1	CCn1c(SCc2ccc(F)cc2)nnc1-c1nn(-c2ccccc2)ccc1=O
→ 0%, -12%, -2%, -14%, -22%, i, 20%, -0.7%, -9
2	O=C(c1cccc(NC2=NC3CS(=O)(=O)CC3S2)c1)N1CCN(c2cccc(Cl)c2)CC1 (stereo not given)
→ 1%, 4%, -3%, -3%, 7%, i, -13%, 3.0%, -15
3	COc1ccc(CCNC(=O)c2cc3cc(F)ccc3nc2C)cc1OC
→ -12%, 1%, -21%, 9%, -11%, i, -1%, -0.2%, 44
4	O=C1Nc2ccc(Cl)cc2C(C#CC2CC2)(C(F)(F)F)O1 (stereo not given)
→ ?, -18%, ?, -83%, ?, ?, ?, 0.7%, -4
5	N#Cc1c(N)nc2c(c1N)CC(=O)N2c1ccccc1-c1ccccc1
→ -12%, -1%, 15%, -2%, nt, i, 2%, 4.3%, 19
6	Cc1nnc(-c2cccc(Br)c2)c2cn(-c3ccc(Br)cc3)nc12
→ ?, -19%, -35%, -12%, 15µM*, ?, 3%, -0.2%, 43
7	COc1ccc(NC(=O)c2cc(-c3ccc(OC)c(OC)c3)nc3ccccc23)c(OC)c1
→ -1%, 1%, 8%, -14%, ?, i, ?, 9.1%, 6
8	S=C(NCc1ccccc1)N1CCN(C(=S)NCc2ccccc2)CC1
→ 0%, -1%, -3%, -1%, -7%, i, -2%, 0.4%, -8
9	O=C(CN1CCN(S(=O)(=O)c2ccccc2)CC1)Nc1ccc([N+](=O)[O-])cc1
→ ?, -4%, -8%, -28%, -1%, i, -4%, 0.3%, 6
10	CCn1ccc(C(=O)Nc2ncc(C)s2)n1
→ -13%, 1%, -19%, 0%, ?, i, 0%, 1.7%, 11
11	CN(Cc1ccccc1)Cc1nc2c([nH]1)c(=O)n(C)c(=O)n2C
→ 1%, -7%, 7%, 8%, 2%, i, 1%, -0.3%, 17
12	CC(C)(C)c1cc(C(=O)N/N=C/c2ccncc2)n[nH]1
→ 0%, 6%, -10%, 9%, 15%, i, 16%, -0.1%, ?
13	N#C/C(=C/c1ccc(Cl)cc1Cl)c1nc2ccccc2c(=O)[nH]1
→ -10%, 6%, -11%, -1%, -13%, i, nt, 4.4%, nt
14	Cn1c2ccccc2c2cc([N+](=O)[O-])ccc21
→ -11%, -11%, 11%, 1%, 2%, i, 3%, 5.9%, -22
15	CC1(C)Cc2c(sc(NC(=O)C(C)(C)C)c2C#N)C(C)(C)N1
→ 17%, 11%, 8%, 7%, 24%, i, 24%, 0.2%, -13

# Continued.
# Each structure is followed by: TGFb inhibitor, A549 tox, ATXN2 expr inh, HepG2 viability, Nrf2 inh, ATXN viability, MCF10A rereplic, Nrf2 activator, IL-1B inflam inh
16	Cc1cc(C)cc(N(C(=O)c2nsc(Cl)c2Cl)C(C(=O)NC2CCCC2)c2ccc(O)cc2)c1 (stereo not given)
→ ?, ?, ?, -29%, ?, ?, ?, 0.8%, -80*
17	O=C(CN(C(=O)c1ccc(Cl)cc1)N1C(=O)C2C3C=CC(C3)C2C1=O)c1cccs1 (stereo not given)
→ 8%, 1%, -4%, -4%, 0%, i, 2%, -0.8%, -9
18	CCOc1ccc(OCC)c(NC(=O)c2nnn(CC(=O)Nc3ccc(C)cc3C)c2N)c1
→ ?, 10%, 1%, -11%, 3%, i, nt, 0.0%, nt
19	O=C(NCc1ccc(Cl)c(Cl)c1)c1cc(C2CCCCN2C(=O)c2ccccn2)on1 (stereo not given)
→ -14%, nt, -15%, -14%, nt, i, nt, 0.0%, 0
20	O=S(=O)(NC1CCCCC1N1CCCCC1)c1ccccc1 (stereo not given)
→ -4%, 4%, 5%, 4%, 0%, i, 5%, -0.4%, -7
21	CCCCNC(=O)c1[nH]c(=O)cnc1-c1ccccc1
→ 3%, nt, 16%, 3%, nt, i, nt, -0.2%, 20
22	C/C(=N\NC(=O)c1ccc(CN2CCOCC2)cc1)c1cccc([N+](=O)[O-])c1
→ -7%, 8%, 4%, 4%, 0%, i, 1%, 1.7%, 4
23	O=C(c1ccc([N+](=O)[O-])o1)N1CCN(c2nc3c(Cl)cccc3s2)CC1
→ ?, ?, -31%, -56%, ?, ?, 7.3µM*, ?, -79*
24	Cc1ccc(-c2csc(NCCc3nc4cc(Cl)c(Cl)cc4n3CCOCCO)n2)cc1
→ ?, ?, ?, -15%, ?, ?, ?, 4.0%, -13
25	CC(C)NC(=O)N1CCC(n2nccc2NC(=O)CCOc2ccccc2)CC1
→ -22%, -10%, 3%, -3%, -9%, i, 0%, -1.0%, 33
26	CCOC(=O)C1=C(COC(=O)CCOc2ccc(OC)cc2)NC(=O)NC1C (stereo not given)
→ -3%, 1%, nt, -10%, -1%, ?, -6%, 0.6%, 19
27	CN(C(=O)c1ccc(NC(=O)Cc2cccc(NC(=O)C3CCN(C(=O)c4ccccc4)CC3)c2)cc1)C1CC1
→ 6%, 2%, 0%, -9%, -13%, i, 0%, 0.4%, ?
28	COc1cc(/C=N/Nc2ccc(Cl)c(C(=O)O)c2)ccc1OCC(=O)N1C(C)CCCC1C (stereo not given)
→ -6%, -3%, -3%, 0%, ?, i, -1%, 3.4%, 6
29	COc1ccccc1N1CCN(c2cc(C)nc3c(-c4ccc(Cl)cc4)c(C)nn23)CC1
→ 13%, -5%, nt, 10%, nt, nt, nt, -1.2%, nt
30	CCn1cc(C(=O)NCc2ccccc2F)c(=O)c2ccc(C)nc21
→ -2%, -8%, -1%, -6%, 13%, i, -2%, 0.3%, 2

# Three structures out of the list, arranged by SMILES length, descending:
# Each structure is followed by: TGFb inhibitor, A549 tox, ATXN2 expr inh, HepG2 viability, Nrf2 inh, ATXN viability, MCF10A rereplic, Nrf2 activator, IL-1B inflam inh
16	Cc1cc(C)cc(N(C(=O)c2nsc(Cl)c2Cl)C(C(=O)NC2CCCC2)c2ccc(O)cc2)c1 (stereo not given)
→ ?, ?, ?, -29%, ?, ?, ?, 0.8%, -80*
23	O=C(c1ccc([N+](=O)[O-])o1)N1CCN(c2nc3c(Cl)cccc3s2)CC1
→ ?, ?, -31%, -56%, ?, ?, 7.3µM*, ?, -79*
20	O=S(=O)(NC1CCCCC1N1CCCCC1)c1ccccc1 (stereo not given)
→ -4%, 4%, 5%, 4%, 0%, i, 5%, -0.4%, -7

# Copied from the list:
# Nrf2 activator, `Cc1ccc(-c2csc(NCCc3nc4cc(Cl)c(Cl)cc4n3CCOCCO)n2)cc1` stands at 4.0%
# MCF10A rereplic, `CCOC(=O)C1=C(COC(=O)CCOc2ccc(OC)cc2)NC(=O)NC1C` (stereo not given) stands at -6%

# Later entries.
31	CCc1nc(CNC(=O)C2CCC(=O)N(Cc3cccc(OC)c3)C2)no1 (stereo not given)
32	Cc1cc(C)nc(CCNC(=O)c2cc(COc3c(F)cccc3F)on2)n1
33	COc1ccc(NC(=S)NC(NC(=O)/C=C/c2ccccc2)C(Cl)(Cl)Cl)cc1 (stereo not given)
34	Cc1c(CC(=O)NCC(C)C)c(=O)oc2cc3c(cc12)CCC(C)(C)O3
35	O=C(CN1CCC(O)(c2ccc3c(c2)OCO3)CC1)N1CCOCC1
36	Cc1ccc(C2CC(c3cccc(Br)c3)n3nc(N)nc3N2)cc1 (stereo not given)
37	COc1ccccc1CNC(=O)c1ccc2c(c1)CCN2S(=O)(=O)c1ccccc1
38	CC1COC(Cn2c3ccccc3c3ccccc32)O1 (stereo not given)
39	C/C(=N\NC(=O)COc1ccc(C)cc1Br)c1cc([N+](=O)[O-])cs1
40	CCc1ccc(C(=O)COC(=O)C(NC(=O)C2CCC(C)CC2)C(C)C)cc1 (stereo not given)

assay / entry	31	32	33	34	35	36	37	38	39	40
TGFb inhibitor	5%	-12%	?	0%	-4%	3%	-2%	23%	?	-9%
A549 tox	0%	-1%	6%	-4%	6%	-1%	-9%	11%	0%	-5%
ATXN2 expr inh	3%	nt	-21%	21%	7%	-24%	2%	-17%	-31%	3%
HepG2 viability	3%	14%	-48%	-14%	-2%	-7%	6%	-3%	-29%	-16%
Nrf2 inh	4%	2%	-13%	2%	7%	-2%	-18%	8%	-24%	-3%
ATXN viability	i	i	i	i	i	?	i	i	i	i
MCF10A rereplic	2%	0%	?	15%	-5%	0%	nt	-2%	8.2µM*	nt
Nrf2 activator	-0.4%	0.5%	5.1%	2.3%	-0.1%	-0.3%	0.0%	0.0%	9.7%	-0.5%
IL-1B inflam inh	-8	80	-4	?	-4	-26	nt	3	-10	nt

41	CCOC(=O)C1=C(C)NC(=O)CC1c1ccccc1OC (stereo not given)
42	Cc1ccc(CSCCNC(=O)/C=C/c2ccccc2Cl)cc1
43	COC(=O)[C@@H](NC(=O)c1ccccc1OC1CCN(S(C)(=O)=O)CC1)C(C)C
44	CCc1cc2c(SCC(=O)N3CCN(C(=O)c4cccs4)CC3)ncnc2s1
45	Cc1cc(NS(=O)(=O)c2ccc(NC(=O)/C=C/c3c(F)cccc3Cl)cc2)nc(C)n1
46	O=C(CCS(=O)(=O)c1ccc(Cl)cc1)Nc1nc(-c2cccnc2)cs1
47	CNCCCOc1ccc2c(c1)CCC2

assay / entry	41	42	43	44	45	46	47
TGFb inhibitor	0%	?	-9%	10%	-18%	13%	-2%
A549 tox	-13%	-18%	0%	nt	-3%	1%	-3%
ATXN2 expr inh	4%[11.3 µM]	-38%	5%	nt	-6%	6%	-19%
HepG2 viability	5%	-17%	-33%	2%	-4%	1%	-13%
Nrf2 inh	-2%	?	-1%	nt	-23%	5%	-7%
ATXN viability	i	i	i	i	i	i	i
MCF10A rereplic	5%	?	-1%	nt	0%	nt	3%
Nrf2 activator	-0.1%	0.5%	-0.3%	0.2%	8.1%	3.5%	3.2%
IL-1B inflam inh	22	26	-4	-21	13	0	-1
